AmpC no deterg: blocks E. coli AmpC beta-lactamase in detergent-free assay; Potency, µM (highest dose often 57.1 µM), without a hit: at the highest dose activity change, negative = inhibition, most hits filed as inhibitors; AID 485341; P00811; AmpC nitrocefin hydrolysis, absorbance 480 nm, 0.0001% Triton; hit rate 0.52% among 330,000;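 further: potency means the concentration at half of the fitted maximal effect; plate controls were no compound for no effect and no enzyme for full effect; nearly all actives have a fitted effect of over 20% in size; some results filed as inactive show a strong effect at the top dose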
Target sequence (P00811 whole entry, looked up): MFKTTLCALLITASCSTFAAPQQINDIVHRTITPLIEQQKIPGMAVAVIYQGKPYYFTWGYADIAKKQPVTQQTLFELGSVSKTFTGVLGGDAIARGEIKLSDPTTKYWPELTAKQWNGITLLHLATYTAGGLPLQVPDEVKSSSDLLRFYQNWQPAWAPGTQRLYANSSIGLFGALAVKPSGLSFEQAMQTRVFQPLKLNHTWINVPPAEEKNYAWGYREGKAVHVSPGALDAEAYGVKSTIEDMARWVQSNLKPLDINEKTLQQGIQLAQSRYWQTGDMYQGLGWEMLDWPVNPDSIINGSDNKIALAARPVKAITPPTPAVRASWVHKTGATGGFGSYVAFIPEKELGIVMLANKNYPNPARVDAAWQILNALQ
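20 mM phosphate pH 7.0 + 0.01% (detergent screen) or 0.0001% Triton X-100; 5.3 nM AmpC reagent; cpd preinc 15 min RT; nitrocefin (800 uM stock) to start; A480 q20 s × 4 min; Activity was normalised to no-enzyme and no-compound control wells.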
HCV inhibitor: HCV inhibition; hit rate 3.4% among 340,000; Huh7.5.1 HCVcc-Cre infection, luciferase reporter, 44 h; Potency, µM (series often up to 41.8 µM), without a hit: at the top dose activity change, negative = inhibition, actives largely listed as inhibitors; further: potency means the concentration at half of the fitted maximal effect
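Infectious HCV cell culture screen: compound-treated cells (1,000/well, pre-plated 4 h) are infected with HCVcc-Cre at roughly 0.5 moi and grown 44 h. Infection is quantified by luciferase signal after 15 min substrate incubation at room temperature.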
AMA1 RON2 block: disrupts binding of P. falciparum AMA1 to RON2; AlphaScreen AMA1-biotinylated RON2 peptide binding; Potency, µM (titrated, usually from 58.2 µM), for the others: at the highest dose activity change, negative = inhibition, actives largely listed as inhibitors; hit rate 0.2% among 360,000; AID 720542;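 further: potency means the concentration at half of the fitted maximal effect; 0% = vehicle wells and -100% = peptide control; nearly all actives have a fitted effect of over 45% in size; some results filed as inactive show a strong effect at the top dose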
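AMA1 (3D7) with his tag at 25 nM final met compounds first, then biotinylated RON2 peptide at 25 nM; detection used donor plus acceptor beads, 10 µg/mL apiece, read by AlphaScreen after 30 min at room temperature.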
AmpC detergent: inhibitors of E. coli AmpC beta-lactamase with detergent; AmpC hydrolysis of nitrocefin, absorbance 480 nm, 0.01% Triton; Potency, µM (series often up to 114 µM), without a hit: at the top dose activity change, negative = inhibition, usual class: inhibitors; hit rate 0.041% among 370,000;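 further: potency means the concentration at half of the fitted maximal effect; 0% = no-compound wells and -100% = no-enzyme wells; nearly all actives have a fitted effect of over 25% in size; some results filed as inactive show a strong effect at the top dose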
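20 mM phosphate pH 7.0 + 0.01% (detergent screen) or 0.0001% Triton X-100; 5.3 nM AmpC reagent; cpd preinc 15 min RT; nitrocefin (800 uM stock) to start; A480 q20 s × 4 min; Activity was normalised to no-enzyme and no-compound control wells.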
Tb PYK inh: blocks Trypanosoma brucei pyruvate kinase | Q57TT1 | TbPYK enzyme, Kinase-Glo Plus ATP luminescence, 45 min | Potency, µM (highest dose often 76.8 µM), inactives show at the top dose activity, negative = inhibition, most hits filed as inhibitors | hit rate 0.12% among 410,000 | AID 624173; further: potency means the concentration at half of the fitted maximal effect; nearly all actives have a fitted effect of over 50% in size
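In this concentration-response screen, enzyme-free wells defined baseline while DMSO plates tracked drift. Each reaction combined TbPYK, substrate, compound and 130 uM ADP for 45 min at room temperature. Kinase-Glo Plus luminescence gave the signal.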
HCMV antiviral: inhibitors of human cytomegalovirus; HFF cells, HCMV-luciferase reporter, 72 h; active compounds read low; activity change, negative = inhibition, % at 57.5 µM; hit rate 4.5% among 410,000; AID 1259415; in the data active means activity change below about -60%; inconclusive means no clear call, values can overlap the other calls; inactive means above about -39%
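Two-dose cell screen: HFF monolayers treated with compounds and infected with luciferase-expressing HCMV at 1 PFU/cell, 72 h at 37C, then lysed for luciferase measurement.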
LmPK inhibitor: blocks Leishmania mexicana pyruvate kinase activity | Q27686 | purified LmPK, Kinase-Glo ATP luminescence, 1 h | Potency, µM (top dose mostly 57.5 µM), for inactives: at the top dose activity change, negative = inhibition, most hits filed as inhibitors | hit rate 0.37% among 290,000 | AID 1721; further: potency means the concentration at half of the fitted maximal effect
Target sequence (Q27686 whole entry, looked up): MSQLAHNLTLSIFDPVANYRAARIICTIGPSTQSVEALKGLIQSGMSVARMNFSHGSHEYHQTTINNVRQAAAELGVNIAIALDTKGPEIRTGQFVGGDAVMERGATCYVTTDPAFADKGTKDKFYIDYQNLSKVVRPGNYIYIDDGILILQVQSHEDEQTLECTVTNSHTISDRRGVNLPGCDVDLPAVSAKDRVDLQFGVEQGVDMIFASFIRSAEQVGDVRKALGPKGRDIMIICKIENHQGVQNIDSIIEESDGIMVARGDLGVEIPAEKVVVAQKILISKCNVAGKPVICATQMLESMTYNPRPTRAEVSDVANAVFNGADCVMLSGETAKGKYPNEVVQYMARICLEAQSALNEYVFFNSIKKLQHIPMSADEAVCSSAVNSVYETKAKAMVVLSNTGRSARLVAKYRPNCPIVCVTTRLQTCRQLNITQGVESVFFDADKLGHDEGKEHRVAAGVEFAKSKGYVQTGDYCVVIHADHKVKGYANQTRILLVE
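In 50 mM imidazole pH 7.2 with 7 mM MgCl2, LmPK (0.1 nM) turned over PEP (0.5 mM) and ADP (0.1 mM) for 1 h at room temperature. Luciferase read-out of ATP.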
* marks the source's active call; other numbers are inactive results; ? = inconclusive; . = not tested or not shown; & = joins results of further samples; [ ] = remark or other dose. Unless noted, the call rests on the fitted dose curve; in most records, active means well fitted curve in the direction sought with a large enough effect; inconclusive means small, poorly fitted or top-dose-only effect, or another doubt; inactive means no such curve, though single readings can be large; an effect the other way counts as inactive or inconclusive. Unless noted, on the % scale 0 is the no-effect control and ±100 the full control effect. Hits appear at their usual frequency (roughly 7.5% active in at least one column).

Start of the data: the first eight records, to show the layout:
No.	Structure	AmpC no deterg	HCV inhibitor	AMA1 RON2 block	AmpC detergent
1	COc1ccc(Cc2c(C)nn(-c3nc(C)c(C(=O)Nc4cccc(C(C)=O)c4)s3)c2C)cc1	.	.	.	22.0%
2	C=CCNC(=S)/N=c1/ccccn1CCC	-2.9%	1.1%	-1.8%	0.1%
3	CCOC(=O)Nc1ccc(OC(=O)Oc2ccc(NC(=O)OCC)cc2)cc1	.	35.5%[activator]	-7.3%	.
4	Cc1cc(C)nc(NS(=O)(=O)c2ccc(NC(=O)COc3ccccc3F)cc2)n1	-29.3%	28.2%	10.2%	3.0%
5	O=C(CN(C(=O)c1csnn1)c1ccccc1Cl)NC1CCCCC1	-0.6%	4.5%	13.3%	-0.1%
6	CC(C)C[C@H]1CN(CCCC[C@@H]2CNC(=O)C(=O)N2Cc2ccccc2)C(=O)C(=O)N1Cc1ccccc1	.	.	-2.0%	.
7	c1ccc(CN2CCc3nc4ccccc4cc3C2)cc1	-0.2%	12.4%	-1.9%	-13.1%
8	COC(=O)[C@]1(C)N[C@H](CN(C)C(=O)c2ccccc2)[C@@H]2C(=O)N(C)C(=O)[C@@H]21	-17.8%	3.98µM*	11.0%	.

No.	Tb PYK inh	HCMV antiviral	LmPK inhibitor
1	-7.8%	-28.2	.
2	4.4%	-107.1*	8.3%
3	3.8%	-22.0	.
4	-2.5%	7.8	.
5	0.5%	-27.3	0.8%
6	0.3%	-25.5	.
7	5.3%	0.4	-2.8%
8	2.4%	7.9	.

The whole of this part, from the start:
No.	Structure	AmpC no deterg	HCV inhibitor	AMA1 RON2 block	AmpC detergent
1	COc1ccc(Cc2c(C)nn(-c3nc(C)c(C(=O)Nc4cccc(C(C)=O)c4)s3)c2C)cc1	.	.	.	22.0%
2	C=CCNC(=S)/N=c1/ccccn1CCC	-2.9%	1.1%	-1.8%	0.1%
3	CCOC(=O)Nc1ccc(OC(=O)Oc2ccc(NC(=O)OCC)cc2)cc1	.	35.5%[activator]	-7.3%	.
4	Cc1cc(C)nc(NS(=O)(=O)c2ccc(NC(=O)COc3ccccc3F)cc2)n1	-29.3%	28.2%	10.2%	3.0%
5	O=C(CN(C(=O)c1csnn1)c1ccccc1Cl)NC1CCCCC1	-0.6%	4.5%	13.3%	-0.1%
6	CC(C)C[C@H]1CN(CCCC[C@@H]2CNC(=O)C(=O)N2Cc2ccccc2)C(=O)C(=O)N1Cc1ccccc1	.	.	-2.0%	.
7	c1ccc(CN2CCc3nc4ccccc4cc3C2)cc1	-0.2%	12.4%	-1.9%	-13.1%
8	COC(=O)[C@]1(C)N[C@H](CN(C)C(=O)c2ccccc2)[C@@H]2C(=O)N(C)C(=O)[C@@H]21	-17.8%	3.98µM*	11.0%	.
9	O=C1C=C(N(CCO)CCO)C2(CCCCC2)O1	-2.7%	-1.0%	-1.1%	6.3%
10	CCNc1nc(NC(C)C)nc(NS(=O)(=O)c2ccc(C)cc2)n1	-36.6%	12.8%	-3.3%	?

No.	Tb PYK inh	HCMV antiviral	LmPK inhibitor
1	-7.8%	-28.2	.
2	4.4%	-107.1*	8.3%
3	3.8%	-22.0	.
4	-2.5%	7.8	.
5	0.5%	-27.3	0.8%
6	0.3%	-25.5	.
7	5.3%	0.4	-2.8%
8	2.4%	7.9	.
9	-4.9%	-4.0	-1.7%
10	3.1%	-7.5	-1.4%

Later entries:
No.	Structure	AmpC no deterg	HCV inhibitor	AMA1 RON2 block	AmpC detergent
11	COc1cc(C2C3=C(CCCC3=O)Nc3[nH]n(-c4ccccc4)c(=O)c32)ccc1O (configuration not stated)	-6.8%	?	-20.9%	?
12	COc1cccc(NC(=O)CN(C)C(=O)CCC(=O)c2cc(C)sc2C)c1	38.5%	-26.8%	-19.2%	-7.5%
13	Cc1cc(C)c(S(C)(=O)=O)c(S(=O)(=O)c2ccc(Cl)cc2)n1	0.1%	15.8%	0.0%	-7.5%
14	O=C(NC1CCOC1=O)c1ccccc1 (configuration not stated)	.	14.4%	?	.
15	COCCn1c(-c2cccs2)nc2c(c(=O)c3ccccc3n2C)c1=O	-12.3%	.	.	3.9%
16	Cc1c(C(=O)Nc2cccc(C(F)(F)F)c2)oc2ccc(S(=O)(=O)N(C)C3CCCCC3)cc12	.	.	.	4.4%
17	CCOc1ccccc1N1CC(c2nc3ccccc3n2CCCOc2ccccc2)CC1=O (configuration not stated)	.	.	.	11.9%
18	CCN(CC)CC(C)CNC(=O)c1cc(-c2ccc(Br)s2)nc2ccccc12 (configuration not stated)	.	.	.	4.7%
19	CCN1C(=O)c2cccc3c(NC(=O)C(C)(C)C)ccc1c23	-16.7%	-8.7%	1.7%	?
20	O=C(c1ccco1)N1N=C(c2ccncc2)CC1(O)C(F)(F)F (configuration not stated)	29.6%	7.4%	41.5%[activator]	0.4%

No.	Tb PYK inh	HCMV antiviral	LmPK inhibitor
11	-11.5%	-26.7	-0.8%
12	-2.3%	-1.4	.
13	-5.6%	-98.0*	-1.5%
14	-7.8%	-15.4	.
15	.	.	5.0%
16	-14.4%	50.9	.
17	2.8%	13.8	.
18	-7.5%	?	.
19	-13.5%	47.0	5.1%
20	2.1%	?	2.5%

Additional results follow:
No.	Structure	AmpC no deterg	HCV inhibitor	AMA1 RON2 block	AmpC detergent
21	CCn1c(CN2CCCCC2)nc2cc(NC(=O)COc3cc(C)ccc3C(C)C)ccc21	.	.	.	-1.0%
22	Cc1ccc(C(=O)OCC(=O)N2CCc3ccccc32)cc1	-18.2%	13.6%	-4.8%	3.4%
23	Cc1cc(C)n2nc(SCc3cc(=O)oc4cc(C)c(C)cc34)nc2n1	15.4%	.	.	-12.3%
24	O=C(c1ccccc1)n1ccc2ccccc21	-17.0%	0.1%	47.1%[activator]	-19.4%
25	COC1=CC(=O)CC(C)C12Oc1c(Cl)c(OC)cc(OC)c1C2=O (configuration not stated)	33.6%	?	11.3%	-8.4%
26	CCCC(=O)Nc1cc2c3c(c1)CC(=O)N3CCC2	-7.3%	8.0%	-1.1%	-6.7%
27	O=C(c1nc2ccccn2c1CN1CCN(c2ccccc2O)CC1)N1CCCC1	51.9%	22.8%	-0.4%	2.1%
28	O=C(Cn1nnc(-c2cc(C(F)(F)F)cc(C(F)(F)F)c2)n1)NNC(=S)Nc1ccc(Cl)cc1	-48.2%	?	152.3%[activator]	-2.0%
29	COc1ccc(N2C(N)=NC(N)=NC23CCCC3)cc1	-11.1%	11.5%	4.3%	4.1%
30	O=C(Cn1c(=O)sc2ccccc21)NCc1ccco1	-0.8%	-1.6%	23.3%	-12.9%

No.	Tb PYK inh	HCMV antiviral	LmPK inhibitor
21	-3.7%	-19.3	.
22	2.6%	-8.5	-0.9%
23	.	.	8.8%
24	-1.3%	54.1	-1.3%
25	-5.8%	1.6	6.9%
26	-11.6%	?	-3.7%
27	-6.5%	-3.5	5.8%
28	-5.4%	17.4	7.9%
29	-14.2%	-39.0	-0.7%
30	1.1%	21.6	-1.8%

Additional structures
No.	Structure	AmpC no deterg	HCV inhibitor	AMA1 RON2 block	AmpC detergent
31	C[C@@H]1CN([C@H](C)CO)C(=O)CCCn2nncc2CO[C@@H]1CN(C)S(=O)(=O)c1ccc(-n2cccn2)cc1	.	.	-2.3%	.
32	CCOC(=O)/C(C#N)=C/c1cccc([N+](=O)[O-])c1	-19.2%	-6.3%	-1.6%	-8.7%
33	COc1ccc([C@@H]2C[C@H]3CN(Cc4ccccc4OC)C(=O)[C@]34CCCN24)cc1C	-16.0%	?	-3.4%	-1.3%
34	CC(Oc1ccc(Cl)cc1Cl)C(=O)Nc1cccnc1 (configuration not stated)	14.3%	-25.1%	7.6%	-0.4%
35	CCc1c(C)nc2nc(SCc3ccccc3)[nH]n2c1=O	-17.5%	14.3%	-7.9%	-7.4%
36	CCOC(=O)N1CCc2c(sc3c2c(=O)n(CCc2ccccc2)c(=O)n3Cc2ccc(C)cc2C)C1	.	.	.	9.3%
37	CCCCCc1ccc(-c2cn(CCCOCc3ccccc3)nn2)cc1	3.0%	14.3%	130.8%[activator]	1.4%
38	Nc1nc(N2CCN(c3ccccc3)CC2)n[nH]1	9.4%	16.0%	-1.5%	-6.7%
39	O=C(O)C(Oc1ccc(Cl)cc1)c1ccc(Cl)cc1 (configuration not stated)	.	5.1%	-5.3%	.
40	CCCCOc1ccc(N2C(=O)CC(N(O)c3ccccc3)C2=O)cc1 (configuration not stated)	-20.6%	-8.9%	8.6%	-7.0%

No.	Tb PYK inh	HCMV antiviral	LmPK inhibitor
31	-1.8%	-9.1	.
32	-0.3%	-28.9	-5.9%
33	2.3%	36.0	2.2%
34	0.9%	-26.2	3.5%
35	7.7%	29.5	3.5%
36	-1.6%	?	.
37	1.6%	-12.9	-1.0%
38	0.1%	-20.6	-0.5%
39	-0.1%	3.0	.
40	-6.4%	-10.9	0.7%

(further entries)
No.	Structure	AmpC no deterg	HCV inhibitor	AMA1 RON2 block	AmpC detergent
41	Cc1ccc(Nc2c(-c3cccnc3)nc3ccc(Br)cn23)cc1	-6.4%	0.3%	0.2%	2.3%&12.5%
42	OCCNCCOCCOc1ccccc1-c1ccccc1	7.4%	?	-10.8%	-13.2%
43	CC(CC(=O)O)CC(=O)Nc1cccc([N+](=O)[O-])c1 (configuration not stated)	-18.7%	12.4%	25.7%	3.9%
44	NC(=O)CC[C@H](NC(=O)c1ccc(F)cc1)C(=O)N1CCN(Cc2ccc3c(c2)OCO3)CC1	13.3%	4.0%	10.8%	.
45	O=C(NCCCn1ccnc1)c1cc(S(=O)(=O)N2CCOCC2)ccc1F	25.7%	8.3%	10.1%	?
46	CCOc1cc(C(=O)N2CCC(CC3CC(c4cccc(Br)c4)=NO3)(C(=O)NCC3CCCCC3)CC2)cc(OCC)c1OCC (configuration not stated)	70.5%[activator]	?	1.6%	?
47	FC(F)Oc1ccc(C2N=C(c3ccccc3)NO2)cc1 (configuration not stated)	-32.0%	-14.2%	20.7%	-9.0%
48	COC(=O)c1ccc(NS(=O)(=O)c2cc3c4c(c2)CCC(=O)N4CCC3)cc1	-34.4%	8.2%	-8.9%	?

No.	Tb PYK inh	HCMV antiviral	LmPK inhibitor
41	-1.8%&4.2%	-37.8&10.8	2.6%
42	-0.2%	?	-3.6%
43	2.3%	-15.1	6.6%
44	-1.1%	-70.4*	.
45	-12.5%	-27.1	3.7%
46	1.0%	92.8	2.5%
47	0.7%	30.1	-0.3%
48	-5.3%	?	.
